TMEM16A act: TMEM16A chloride channel activators or potentiators, primary screen, cell-based, HTS. Anoctamin-1 (Mus musculus), Q8BHY3. HEK293 TMEM16A/YFP-H148Q/I152L, iodide quench fluorescence; hits give low values. B-score at 10 µM. hit rate 0.3% among 340,000. AID 623877, 2012;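 active = fluorescence-ratio B-score plate-corrected deviation score at least 3 library SD below zero, with starting fluorescence score within 5 deviations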;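 also: channel opened by trigger with iodide after compound preincubation; score built on the fluorescence ratio of max minus min over baseline; more negative score means more quench and so TMEM16A activation or potentiation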
MrgX1 antagonist: antagonists of human MrgX1 receptor, primary screen, HEK293 cells, Fluo-4 calcium flux; hit rate 1.3% among 310,000; B-score at 10 µM; AID 588676, 2011; BAM8-22 antagonism; hits give low values; Mas-related G-protein coupled receptor member X1 (Homo sapiens), Q96LB2;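 active = calcium-response B-score plate-corrected more than 3 library SD below zero, starting fluorescence within 5 deviations, no agonist response on first addition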;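 also: peak minus trough fluorescence over baseline after final BAM8-22 challenge near maximal dose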
TRPC6 inh: mouse TRPC6 channel inhibitors, primary screen, cell-based, HEK293, membrane potential dye | ACh-evoked depolarization; hits give low values | B-score at 10 µM | hit rate 1.1% among 310,000;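 active = B-score under library mean minus 3 SD, initial fluorescence not abnormally high, positive integrated signal ratio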;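 also: B-score derived from integrated fluorescence ratio over the kinetic read; more negative B-score means stronger inhibition of depolarization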
TRPC4 act: activators of mouse TRPC4 channel, primary screen, Fluo4 calcium, HEK293 TRPC4beta/mu-opioid cells; Short transient receptor potential channel 4 (Mus musculus), Q9QUQ5; Fluo4 calcium fluorescence; hits give high values; B-score at 10 µM; hit rate 0.49% among 310,000; AID 2237, 2010;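 active = B-score above 5 SD of library B-scores, and initial fluorescence ratio not above library mean plus 5 SD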;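 also: positive B-score marks a calcium rise read as TRPC4 activation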
Target sequence (Q9QUQ5 whole entry, looked up): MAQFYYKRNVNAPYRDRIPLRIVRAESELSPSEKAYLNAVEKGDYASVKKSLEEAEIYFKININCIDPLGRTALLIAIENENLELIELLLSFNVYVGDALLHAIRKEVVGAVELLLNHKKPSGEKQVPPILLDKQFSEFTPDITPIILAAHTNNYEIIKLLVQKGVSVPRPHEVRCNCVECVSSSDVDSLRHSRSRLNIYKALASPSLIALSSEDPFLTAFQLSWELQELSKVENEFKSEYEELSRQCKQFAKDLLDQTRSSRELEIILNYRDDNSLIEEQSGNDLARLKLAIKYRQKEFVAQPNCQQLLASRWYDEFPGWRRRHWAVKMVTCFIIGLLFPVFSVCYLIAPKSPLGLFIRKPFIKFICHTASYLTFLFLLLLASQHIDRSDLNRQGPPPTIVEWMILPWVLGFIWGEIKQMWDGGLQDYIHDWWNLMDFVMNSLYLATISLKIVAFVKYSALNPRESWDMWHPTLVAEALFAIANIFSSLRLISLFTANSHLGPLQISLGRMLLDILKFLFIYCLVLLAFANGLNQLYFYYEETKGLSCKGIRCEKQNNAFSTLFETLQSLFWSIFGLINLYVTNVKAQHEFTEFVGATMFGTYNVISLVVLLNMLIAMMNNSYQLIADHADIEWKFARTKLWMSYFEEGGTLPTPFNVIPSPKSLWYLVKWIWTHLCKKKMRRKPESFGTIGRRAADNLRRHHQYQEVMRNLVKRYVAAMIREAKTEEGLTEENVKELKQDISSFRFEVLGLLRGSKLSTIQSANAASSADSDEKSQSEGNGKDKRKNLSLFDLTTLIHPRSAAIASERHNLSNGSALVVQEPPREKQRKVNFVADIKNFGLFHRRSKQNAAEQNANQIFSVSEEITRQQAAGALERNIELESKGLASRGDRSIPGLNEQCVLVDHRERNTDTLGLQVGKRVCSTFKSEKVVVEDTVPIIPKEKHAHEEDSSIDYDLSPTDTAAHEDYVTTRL
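Material: HEK293 stable line with TRPC4beta plus mu-opioid receptor; technique: Fluo4 calcium-sensitive dye fluorescence, kinetic, 1 Hz baseline; timing: Fluo4 dye loading 45 min at room temperature, 110 s recording; controls: assay buffer as low control, maximal DAMGO as high control; read-out: integrated baseline-normalised fluorescence ratio, converted to per-well B score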
TRPC4 inh: inhibitors of mouse TRPC4 channel, primary screen, Fluo4 calcium, HEK293 TRPC4beta/mu-opioid cells; Short transient receptor potential channel 4 (Mus musculus), Q9QUQ5; DAMGO-evoked Fluo4 calcium flux; hits give low values; B-score at 10 µM; hit rate 0.39% among 300,000;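 active = B-score over 3 SD under the library average, no early fluorescence shift, positive overall ratio signal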
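Material: HEK293 cells with stable TRPC4beta plus mu-opioid receptor expression / Probe or stimulus: DAMGO in two steps, submaximal then maximal / Compound: single concentration per test compound / Technique: kinetic Fluo4 fluorescence imaging of calcium influx / Read-out: per-well B score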
TRPC4 PAM: positive allosteric modulators of TRPC4, primary screen, cell-based, mouse TRPC4beta, HEK293 mu-opioid, Fluo-4 calcium; Short transient receptor potential channel 4 (Mus musculus), Q9QUQ5; DAMGO EC20, Fluo-4 Ca2+ flux; hits give high values; B-score at 10 µM; hit rate 0.42% among 310,000;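 active = B-score of calcium response area above 5 SD of library B-scores, with initial fluorescence ratio within 5 SD of library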;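 also: B-score of integrated fluorescence ratio over time as area under calcium response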
TRPC6 activator: mouse TRPC6 channel activators, primary screen, cell-based, HEK293, membrane potential dye; Short transient receptor potential channel 6 (Mus musculus), Q61143; HEK293-TRPC6 membrane potential dye fluorescence; hits give high values; B-score at 10 µM; hit rate 0.13% among 310,000; AID 2550, 2010;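 active = B-score of the integrated fluorescence ratio above library mean plus 3 SD, and starting fluorescence ratio within library mean plus 5 SD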;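 also: higher score means more depolarization so channel activation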
MrgX1 allo act: positive allosteric modulators of MrgX1, primary screen, HEK293 cells, Fluo-4 calcium flux; B-score at 10 µM; AID 588675, 2011; Mas-related G-protein coupled receptor member X1 (Homo sapiens), Q96LB2; hit rate 0.63% among 310,000; FDSS; hits give high values;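 active = plate-corrected calcium response at least 3 library SD above typical, normal starting fluorescence, not activating the receptor alone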;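 also: compound read alongside a low EC10 to EC30 dose of BAM8-22 agonist; peak minus trough fluorescence over baseline measured at the second addition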
TMEM16A inh: TMEM16A chloride channel inhibitors, primary screen, cell-based, HTS | HEK293 TMEM16A/YFP iodide influx fluorescence, ionomycin | normalized B-score (activity score, 25-100; higher = stronger inhibition) at 10 µM | hit rate 1.2% among 310,000;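 active = ratio plate-corrected score three or more library SD toward inhibition, starting fluorescence score within five deviations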;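 also: score derived from kinetic fluorescence span divided by baseline fluorescence per well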
MrgX1 agonist: agonists of human MrgX1 receptor, primary screen, HEK293 cells, Fluo-4 calcium flux; Fluo-4 calcium fluorescence, agonist mode; hits give high values; hit rate 0.44% among 310,000; B-score at 10 µM;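 active = calcium response B-score plate-corrected fluorescence ratio at least 3 library SD, with starting fluorescence B-score inside 5 SD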
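Test system: HEK293 cells stably expressing human MrgX1 receptor; amount: 15,000 cells per well; doses: compound delivered in addition one of three; times: overnight plating before 1 h dye loading; detection: Fluo-4 NW calcium-flux fluorescence, kinetic read; read-out basis: B-scored fluorescence response ratio; controls: positive and negative controls per plate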
SKKanGAS inh: S. pyogenes SKKanGAS growth inhibitors in kanamycin, primary screen, streptokinase expression inhibitor project, SKKanGAS strain, BacTiter-Glo luminescence; hit rate 1.3% among 300,000; AID 1662, 2009; inhibition, % at 7.5 µM; 6 h;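 active = mean replicate score, as percent of positive control median, at least 50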;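 also: strain carries kanamycin resistance gene driven by streptokinase promoter and grows in 40 µg/ml kanamycin; loss of luminescence reflects streptokinase promoter inhibition or plain growth inhibition; 0% = median of DMSO wells and 100% = positive control at its reference dose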
Starred values were filed as active, the others as inactive; i = inactive; / = no result given; & = joins results of further samples.

Molecule	TMEM16A act	MrgX1 agonist	MrgX1 allo act	MrgX1 antagonist	TRPC6 activator	TRPC4 act	SKKanGAS inh	TRPC6 inh	TRPC4 inh	TRPC4 PAM	TMEM16A inh
O=C(O)CC(SCC(=O)NC1CCCc2ccccc21)C(=O)O (configuration not stated)	i	i	i	i	i	i	1	i	i	i	i
O=C(N/N=C\c1cccnc1)c1ccc(Cl)cc1Cl	i	i	i	i	i	i	-3	i	i	i	i
CC(=O)Nc1c(O)nc(SCC(=O)Nc2sc3c(c2C#N)CCCCCC3)[nH]c1=O	i	i	i	i	i	i	7	i	i	i	i
O=C(C1CC(=O)N(c2ccc3c(c2)OCCO3)C1)N1CCN(c2ccccc2)CC1 (configuration not stated)	i	i	i	i	i	i	5	i	i	i	i
O=C(CCN1CCN(c2ccccc2)CC1)N/N=C/c1ccc([N+](=O)[O-])o1	i	i	i	i	i	i	-11	i	i	i	i
CC1(C)Cc2nc3sc4c(N5CCCC5)nnnc4c3cc2CO1	/	i	i	i	i	i	4	i	i	i	i
CCN(CC(=O)Nc1ccc2c(c1)OCCO2)Cc1cc(=O)oc2cc(C)c(C)cc12	i	i	i	i	i	i	0	i	i	i	i
CN(C)/C=C(/C(=O)c1ccc(Cl)cc1Cl)S(=O)(=O)c1ccccc1	i	i	i	i	i	i	0	i	i	i	i
Cc1ccc(S(=O)(=O)Nc2c(C)n(C)n(-c3ccccc3)c2=O)cc1	i	i	i	i	i	i	1&-2	i	i	i	i
CC(=O)c1cccc(NC(=O)C2CCCCC2)c1	i	i	i	i	i	i	-4	i	i	i	i
O=C(COC(=O)c1ccc(Cl)c(S(=O)(=O)N2CCCC2)c1)NC1CCCCC1	i	i	i	i	i	i	-9	i	i	i	i
CC(C)Oc1ccc(C(=O)Nc2ccc(N3CCCCC3)cc2)cc1	i	i	i	i	i	i	1	-5.9*	i	i	i
CC(CNC(=O)Cn1ccc2cc(S(=O)(=O)N3CCCC3)ccc21)c1ccccc1 (configuration not stated)	i	i	i	i	i	i	-1	i	i	i	i
O=c1[nH]c(CNCc2cccnc2)nc2ccccc12	i	i	i	i	i	i	-5	i	i	i	i
O=C1/C(=C\Nc2ccc(Cl)cc2)CCN1c1ncccn1	i	i	i	i	i	i	4	i	i	i	i
CCNc1nc(NC(C)C)nc(NC(C)(C)C)n1	i	i	i	i	i	i	-8	i	i	i	i
Cn1nccc1C(=O)NC1CCCc2c1cnn2-c1ccccc1F (configuration not stated)	i	i	i	i	i	i	-1	i	i	i	i
CCC(O)C1CCN(C(=O)c2ccc(OC3CCN(Cc4ccccn4)CC3)cc2)CC1 (configuration not stated)	i	i	i	i	i	i	0	i	i	i	i
CC1(C)NC(=O)N(CCOCCOc2c(Cl)cc(Cl)cc2Cl)C1=O	i	i	i	i	i	i	-11	i	i	i	i
Cc1noc(C(=O)Nc2cccc(Cl)c2)c1Cl	i	i	i	i	i	i	6	i	i	i	i
COc1cc(-c2c(-c3ccc4c(c3)OCO4)noc2C)ccc1F	i	i	i	i	i	i	2	i	/	i	i
CC(C)(C)NC(=O)Cn1c(SCC(N)=O)nc2ccccc21	i	i	i	i	i	i	5	i	i	i	100*
CC(C(=O)Nc1ccc2c(c1)OCO2)c1ccc([N+](=O)[O-])cc1 (configuration not stated)	i	i	i	i	i	i	8	i	i	i	i
Cc1ccc2sc(NC(=O)CN3C(=O)c4ccccc4C3=O)nc2c1C	i	i	i	i	i	i	-2	i	i	i	i
S=C(NCc1ccc2c(c1)OCO2)NC1CCN(Cc2ccccc2)CC1	i	i	i	i	i	i	-8	i	i	i	i
O=c1[nH]c(SCc2nc3ccccc3c(=O)n2-c2ccccc2)nc2ccccc12	i	i	i	i	i	i	12	i	i	i	i
CCOC(=O)c1nnn2c1nc(N(CC)CC)c1ccccc12	i	i	i	i	i	i	7	i	i	i	i
O=C(Nc1ccc(F)cc1F)c1ccc(COc2c(F)c(F)cc(F)c2F)o1	i	i	i	i	i	i	-6	i	i	i	i
O=C(NC(c1ccccc1)c1ccccc1)C1CCCN(S(=O)(=O)c2cnc[nH]2)C1 (configuration not stated)	i	i	i	i	i	i	-3	i	i	i	i
COc1ccc(Cl)cc1NC(=S)Nc1cccnc1	i	i	i	i	i	i	0	i	/	i	i
CS(=O)(=O)N1CCC(C(=O)NCc2ccncc2)CC1	i	i	i	i	i	i	0	i	i	i	i
COc1ccc(S(=O)(=O)Nc2ccc3c(c2)n(C)c(=O)n3C)cc1OC	i	i	i	i	i	i	1	i	i	i	i
Clc1ccc(CSc2ncn[nH]2)cc1	i	i	i	i	i	i	-8	i	i	i	i
O=C(NCc1ccccc1)C1=C[C@H](c2csc3ccccc23)C[C@H](OCCCCO)O1	i	i	i	i	i	i	17	i	i	i	i
Cc1ccc(S(=O)(=O)n2ccc3c(OCCOCCNCc4ccc(F)cc4)cccc32)cc1	i	i	i	i	i	i	8	i	i	i	i
O=C(O)c1cc(-c2cccnc2)nn1-c1ccccn1	i	i	i	i	i	i	-2	i	i	i	i
Cc1cc2ncn(CCC(=O)NC(C)(C)C)c2cc1C	i	i	i	i	i	i	-4	i	i	i	i
CCn1[nH]c(=O)c(=Nc2c(C)n(C)n(-c3ccccc3)c2=O)cc1-c1ccc(Cl)cc1	i	i	i	i	i	i	-3	i	i	i	i
CC(=O)OC1CCC2(C)C(CCC3C2CC(OC(C)=O)C2(C)C3C[C@@H]3O[C@]4(CC[C@@H](C)CO4)[C@@H](C)C32)C1 (some centres not stated)	/	i	i	i	i	i	9	i	i	i	i
CCCc1nc2ccc(NC(=O)c3cccs3)cc2c(=O)n1Cc1ccc(Cl)cc1	i	i	i	i	i	i	31	i	i	i	i
CC(=O)Oc1ccc(C)cc1-n1nc2ccccc2n1	i	i	i	i	i	i	10	i	i	i	i
O=C(ONC1=NCCCCC1)c1ccc([N+](=O)[O-])cc1	i	i	i	i	i	i	-7	i	i	i	i
COc1ccc(CN2CCCC(CO)(Cc3ccc(F)cc3)C2)c(OC)c1OC (configuration not stated)	i	i	i	i	i	i	-5	i	i	i	i
CC1CCCC(NC(=O)CCCn2ncn3c(cc4occc43)c2=O)C1C (configuration not stated)	i	i	i	i	i	i	1	i	i	i	i
CN1CCN(Cc2nc3c(c(=O)[nH]c(=O)n3C)n2Cc2c(F)cccc2Cl)CC1	i	i	i	i	i	80*	-4	i	i	20*	i
CCCc1ccc(Oc2cn[nH]c2-c2ccc(O)cc2O)cc1	i	i	i	i	i	i	/	i	i	i	i
Cc1ccc(-n2c(Cc3cccs3)nnc2SCC(=O)OC(C)C)cc1	i	i	i	i	i	i	4	i	i	i	i
CCN(CC)CCCN1C(=O)C2C(C(=O)Nc3ccc(C(C)C)cc3)C3C=CC2(O3)C1C(=O)NC1CCCCC1 (configuration not stated)	i	i	i	i	i	i	-7	i	i	i	i
CCOc1ccc(C2NC(=O)NC(C)=C2[N+](=O)[O-])cc1OC (configuration not stated)	i	i	i	i	i	i	6	i	i	i	i
CCS(=O)(=O)N1CCC(C(=O)Nc2ccccc2OC)CC1	i	i	i	i	i	i	-2	i	i	i	i
CCOC(=O)C(C)Sc1nc2c(cnn2-c2ccc(F)cc2)c(=O)[nH]1 (configuration not stated)	i	i	i	i	i	i	-2	i	i	i	i
COc1ccc(OC)c(N(CC(=O)N2CCCC2)S(=O)(=O)c2ccc(OC)c(OC)c2)c1	i	i	i	i	i	i	-8	i	i	i	i
CCCN1CCN(C(=O)Cn2ncc3c([nH]c4ccc(C)cc43)c2=O)CC1	i	i	i	i	i	i	2	i	i	i	i
O=C(N/N=C\c1ccc2c(c1)OCO2)c1cncc(Br)c1	i	i	i	i	i	i	6	i	i	i	i
CCCCCCN1C=CC=C/C1=C\C=C(C#N)C#N	i	i	i	i	13*	i	-3	i	i	i	i
CCC(=O)c1ccc(N2CCN(C(=O)Cc3ccccc3)CC2)c(F)c1	i	i	i	i	i	i	5	i	i	i	i

Other entries follow.
Molecule	TMEM16A act	MrgX1 agonist	MrgX1 allo act	MrgX1 antagonist	TRPC6 activator	TRPC4 act	SKKanGAS inh	TRPC6 inh	TRPC4 inh	TRPC4 PAM	TMEM16A inh
COc1cccc(CC2(CO)CCCN(C(=O)c3cc[n+]([O-])cc3)C2)c1 (configuration not stated)	i	i	i	i	i	i	-14	i	i	i	i
COc1ccc(CNC(=O)CCc2nc(-c3ccccc3F)no2)c(OC)c1	i	i	i	i	i	i	-5	i	i	i	i
Cc1ccccc1OCCC(=O)Nc1ccc(S(=O)(=O)N(C)C2CCN(C)CC2)cc1	i	i	i	i	i	i	-1	i	i	i	i
CN(C)c1ccc(/C=C/c2nc3ccccc3c(=O)[nH]2)cc1	i	27*	i	i	i	i	40	i	i	i	i
CCOC(=O)c1nn(-c2ccc(Cl)cc2)c(C)cc1=O	/	i	i	i	i	i	-4	i	i	i	i
CC(=O)/C(N=Nc1ccc(C(=O)O)cc1[N+](=O)[O-])=C(\C)O	i	i	i	i	i	i	5	i	i	i	i
CC(=O)N1c2ccc(S(=O)(=O)N3CCCCC3)cc2CC1C(=O)Nc1ccc(C)cc1 (configuration not stated)	i	i	i	i	i	i	5	i	i	i	i
CC(=O)N1CCc2ccc(S(=O)(=O)N3CC(C)OC(C)C3)cc21 (configuration not stated)	i	i	i	i	i	i	-6	i	i	i	i
CCCCNC(=O)c1onc(CSc2cccc(OCC)c2)c1C(=O)O	i	i	i	i	i	i	20	i	i	i	i
